Compound activity from PubChem BioAssay.
12-LOX inh – Primary qHTS assay for inhibitors of human arachidonate 12S-lipoxygenase (ALOX12): Round 2; purified 12hLO, xylenol orange hydroperoxide absorbance; actives 1.1% (n = 580,000); Potency, µM (titrated, usually from 108 µM), without a hit: at the highest dose activity change, negative = inhibition, actives largely listed as inhibitors; also: potency is read from the fitted curve at half-maximal effect; % is scaled to controls: 0 for no effect and ±100 for the full control effect
Target sequence (P18054 whole entry, looked up): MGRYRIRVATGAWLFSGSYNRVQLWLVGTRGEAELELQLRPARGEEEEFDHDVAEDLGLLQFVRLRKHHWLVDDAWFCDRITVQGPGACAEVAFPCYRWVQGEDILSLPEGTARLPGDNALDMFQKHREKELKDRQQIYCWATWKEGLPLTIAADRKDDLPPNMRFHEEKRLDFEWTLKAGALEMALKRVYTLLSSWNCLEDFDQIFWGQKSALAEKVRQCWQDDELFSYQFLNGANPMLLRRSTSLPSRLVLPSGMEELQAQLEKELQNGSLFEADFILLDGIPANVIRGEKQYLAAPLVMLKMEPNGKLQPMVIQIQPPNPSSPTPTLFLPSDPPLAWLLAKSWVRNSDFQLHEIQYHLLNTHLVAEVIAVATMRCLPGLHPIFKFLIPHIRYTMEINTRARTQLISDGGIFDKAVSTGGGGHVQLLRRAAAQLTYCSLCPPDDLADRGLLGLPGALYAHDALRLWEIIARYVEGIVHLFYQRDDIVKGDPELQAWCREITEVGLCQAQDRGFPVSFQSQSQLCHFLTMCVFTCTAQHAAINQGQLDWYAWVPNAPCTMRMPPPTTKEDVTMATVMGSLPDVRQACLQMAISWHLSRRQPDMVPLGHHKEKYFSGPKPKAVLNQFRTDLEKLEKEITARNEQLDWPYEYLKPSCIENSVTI
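Purified human 12hLO at 150 nM in 25 mM Hepes, 0.01% Triton X-100, pH 7.0, preincubated 15 min at room temperature with compound. Reaction started with 40 uM arachidonic acid, 30 min at room temperature. Hydroperoxide measured by Fe-xylenol orange, 573/405 nm absorbance ratio.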
ERG Ets-DNA blk – qHTS for Small Molecule Inhibitors of the ERG Ets/DNA interaction; Transcriptional regulator ERG (Homo sapiens), P11308; fluorescence polarization, His-ERG Ets domain / labelled DNA; Potency, µM (highest dose often 76.9 µM), for the others: top-dose FP activity, negative = inhibition, actives largely listed as inhibitors; actives 0.028% (n = 370,000); AID 624246, 2012; active = well fitted inhibition curve with a large enough effect in the polarisation, with a control signal flat; inconclusive = small, poorly fitted or top-dose-only effect, or effect the other way, or a change in a side signal; inactive = no such curve, though single readings can be large or run the other way; the % refers to the polarisation;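 also: polarization taken with two DNA probes labelled with fluorescein and Texas red; potency is read from the fitted curve at half-maximal effect; % of control where 0% means no effect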
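His-tagged ERG Ets domain (1 uM in the protein solution; 300mM KCl, 50mM Tris-HCl, 1mM EDTA, 1mM DTT, pH 7.5) received compound, then a probe mix of 5 nM fluorescein-DNA and 100nM Texas-615-DNA. Fluorescence polarization was read for both dyes.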
Vif-A3G inh – qHTS for Inhibitors of Vif-A3G Interactions: qHTS. HeLa A3G-eYFP + Vif (tagged APOBEC3G with the HIV-1 protein that degrades it), YFP fluorescence, overnight. AID 602310, 2012. Potency, µM (highest dose often 46.1 µM), without a hit: top-dose activity, negative = active, most hits filed as inhibitors. actives 0.076% (n = 410,000);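 also: potency is read from the fitted curve at half-maximal effect; % is scaled to controls: 0 for no effect and ±100 for the full control effect; nearly all actives have a fitted effect of over 60% in size; hits raise eYFP signal because A3G escapes Vif-driven loss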
Target sequence (Q9HC16 whole entry, looked up): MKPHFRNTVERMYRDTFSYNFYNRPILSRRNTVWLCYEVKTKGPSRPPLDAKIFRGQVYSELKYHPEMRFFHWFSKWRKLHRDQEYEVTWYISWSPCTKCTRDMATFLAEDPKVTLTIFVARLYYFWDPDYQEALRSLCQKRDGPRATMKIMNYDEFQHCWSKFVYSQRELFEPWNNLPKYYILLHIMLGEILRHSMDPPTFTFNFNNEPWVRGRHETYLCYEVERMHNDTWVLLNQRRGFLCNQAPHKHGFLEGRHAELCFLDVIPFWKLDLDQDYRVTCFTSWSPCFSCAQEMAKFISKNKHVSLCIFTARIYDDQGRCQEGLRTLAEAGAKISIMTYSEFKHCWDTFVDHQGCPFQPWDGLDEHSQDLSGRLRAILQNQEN
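HeLa cells stably expressing Vif and C-terminally eYFP-tagged A3G, seeded overnight at 37 deg C, then exposed to compound by pintool overnight at 37 deg C. Rise in yellow fluorescence (Ex 488/Em 500-530, Acumen) marks blocked Vif-driven A3G degradation.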
GRP78 ERSR act – qHTS for Inducers of the Endoplasmic Reticulum Stress Response (ERSR) in Human Glioma: qHTS | U87-MG GRP78 promoter luciferase reporter, 16 h | actives 0.02% (n = 420,000) | Potency, µM, without a hit: at the top dose activation, usual class: activators; also: potency is read from the fitted curve at half-maximal effect; series mostly up to about 76 µM; % of control where 0% means no effect; nearly all actives have a fitted effect of over 35% in size
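Stably transfected U87-MG glioma cells carrying a GRP78-based luciferase sensor; 16 h compound incubation. Luminescence end-point read 10 min after Bright-Glo addition at room temperature.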
Vif-APOBEC3F blk – qHTS for Inhibitors of Vif-A3F Interactions: qHTS. HeLa A3F-eYFP + Vif (tagged APOBEC3F with the HIV-1 protein that degrades it), YFP fluorescence increase. Potency, µM (highest dose often 46.1 µM), for inactives: top-dose activity, negative = active. actives 0.2% (n = 390,000); also: potency is read from the fitted curve at half-maximal effect; % of control where 0% means no effect; nearly all actives have a fitted effect of over 65% in size
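HeLa cells stably expressing A3F-eYFP plus Vif, plated and incubated overnight at 37 deg C, then exposed to compounds overnight at 37 deg C. Blocked degradation read as raised yellow fluorescence (Ex 488/Em 500-530).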
D2 antag – HTS Assay for Allosteric Antagonists of the Human D2 Dopamine Receptor: Primary Screen for Antagonists | D(2) dopamine receptor (Homo sapiens), P14416 | HEK293 TREx D2 cells, calcium flux, dopamine EC80 | inhibition, % at 10 µM | actives 2% (n = 340,000) | AID 485344, 2010; in the data active = inhibition above about 30%; also: 0% is about no effect
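Calcium flux kinetic readout in an inducible HEK293 TREx D2 line plated overnight at 30 C. After 180 s compound exposure, an EC80 dopamine challenge follows with another 180 s kinetic read to detect antagonism.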
LDHA inh – qHTS assay for inhibitors of human lactate dehydrogenase; L-lactate dehydrogenase A chain (Homo sapiens), P00338; purified LDHA, NADH/diaphorase-resazurin fluorescence; stronger effect = lower value; activity change, % (values are at about 110 or 230 µM); actives 0.15% (n = 480,000); AID 1347041, 2019; in the data active = activity change below about -30%; inconclusive = mostly about -25% to -30%;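 also: plate controls were DMSO wells for no effect and wells without enzyme for full effect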
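Human LDH5 (2 nM) was incubated with 0.06 mM NADH and 0.2 mM pyruvate for 5 min at room temperature in Tris pH 7.4. Remaining NADH was coupled through diaphorase/resazurin, and resorufin fluorescence was read at 0 and 20 min.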
RGS4 inhibitor – Inhibitors of Regulator of G Protein Signaling (RGS) 4: qHTS. Regulator of G-protein signaling 4 (Homo sapiens), P49798. Transcreener GDP fluorescence polarization, RGS4-accelerated GTP hydrolysis. Potency, µM (doses to about 114 µM), for inactives: at the highest dose activity change, negative = inhibition, hits mostly inhibitors. actives 0.039% (n = 390,000). AID 504845, 2011; also: potency is read from the fitted curve at half-maximal effect; % is scaled to controls: 0 for no effect and ±100 for the full control effect; nearly all actives have a fitted effect of over 75% in size; some results filed as inactive show a strong effect at the top dose
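MLSMR compounds (23 nl, pin-transferred) preincubated 10 min at room temperature with a 500nM (2x) first reagent, then RGS4 at 900nM (2x) plus Transcreener GDP mix added; fluorescence polarization (620/688 nm) read before and after 90 min at 30 °C.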
D2 ag – HTS Assay for Allosteric Agonists of the Human D2 Dopamine Receptor: Primary Screen for Agonists; D(2) dopamine receptor (Homo sapiens), P14416; HEK293 T-REx D2 cells, calcium flux agonist mode; activation, % at 2 µM; actives 0.53% (n = 340,000); AID 485358, 2010;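 active = activation over 3 SD above normal in the single-dose calcium agonist read, cut at about 30% in these data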; also: 0% is about no effect
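Tetracycline-induced HEK293 T-REx cells with force-coupled D2 receptor, plated overnight at 30 C, loaded with no-wash calcium dye. After a 10 s baseline, compound was pin-added and calcium flux read kinetically for 180 s; calcium rises flagged agonists.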
Numbers without * were called inactive; & = joins results of further samples; [ ] = remark or other dose. Unless noted, calls follow the shape of the dose curve; as a rule, active = well fitted curve in the direction sought with a large enough effect; inconclusive = small, poorly fitted or top-dose-only effect, or another doubt; inactive = no such curve, though single readings can be large; an effect the other way counts as inactive or inconclusive. A portion of the library, so the mix of outcomes need not match the whole.

Cc1nn(-c2ccccc2)c2nc(C(F)F)cc(C(F)F)c12 was read as 12-LOX inh -13%, ERG Ets-DNA blk 0%, Vif-A3G inh 5%, GRP78 ERSR act 1%, Vif-APOBEC3F blk 3%, D2 antag -6, LDHA inh -9, RGS4 inhibitor 9% and D2 ag -0.3.
`CCCC(=O)Nc1cc(OC)c(NC(=O)NC2CCCCC2)cc1OC` gave 12-LOX inh 2%, Vif-A3G inh 1%, GRP78 ERSR act 1%, Vif-APOBEC3F blk -11%, D2 antag -18, LDHA inh 8, RGS4 inhibitor -24% and D2 ag 0.2.
`NS(=O)(=O)c1ccc(S(=O)(=O)N2CCCC2)cc1` gave 12-LOX inh 0%, ERG Ets-DNA blk 1%, Vif-A3G inh 4%, GRP78 ERSR act -6%, Vif-APOBEC3F blk 3%, D2 antag 3, LDHA inh -1, RGS4 inhibitor -12% and D2 ag 0.2.
CC(C)CNS(=O)(=O)c1ccc(CCC(=O)Nc2ccc3c(c2)OCCO3)cc1 was read as 12-LOX inh 8%, ERG Ets-DNA blk -8%, Vif-A3G inh -1%, GRP78 ERSR act 4%, Vif-APOBEC3F blk -3%, D2 antag 3, LDHA inh 0, RGS4 inhibitor -37% and D2 ag 0.2.
CCOC(=O)C(C)Sc1ncnc2nc[nH]c12 (stereo not given) was read as 12-LOX inh 12%, ERG Ets-DNA blk 7%, Vif-A3G inh 0%, GRP78 ERSR act -3%, Vif-APOBEC3F blk -9%, D2 antag 9, LDHA inh -11, RGS4 inhibitor -6% and D2 ag 0.0.
CCn1nc(CCC(=O)O)c2ccccc2c1=O was read as 12-LOX inh -9%, ERG Ets-DNA blk 0%, Vif-A3G inh 1%, GRP78 ERSR act -2%, Vif-APOBEC3F blk -3%, D2 antag 1, LDHA inh -4, RGS4 inhibitor -29% and D2 ag -1.3.
Screening COc1cc(CN2CCC(CO)(CCOc3ccccc3)CC2)cc(OC)c1OC returned 12-LOX inh 1%, ERG Ets-DNA blk -6%, Vif-A3G inh 2%, GRP78 ERSR act -4%, Vif-APOBEC3F blk -7%, D2 antag -3, LDHA inh -1, RGS4 inhibitor -15% and D2 ag -0.5.
O=[N+]([O-])c1ccc(S(=O)(=O)NCC2COc3ccccc3O2)cc1 (stereo not given) was read as 12-LOX inh -17%, ERG Ets-DNA blk 1%, Vif-A3G inh 2%, GRP78 ERSR act -1%, Vif-APOBEC3F blk -5%, D2 antag -6, LDHA inh -1, RGS4 inhibitor -4% and D2 ag -0.3.
COCC(C)NC(=O)c1cc2cccc([N+](=O)[O-])c2[nH]1 (stereo not given) was read as 12-LOX inh 0%, ERG Ets-DNA blk -3%, Vif-A3G inh 2%, GRP78 ERSR act -2%, Vif-APOBEC3F blk 14%, D2 antag -14, LDHA inh -1, RGS4 inhibitor -7% and D2 ag 0.4.
`COc1ccc(CCNC(=O)CS(=O)Cc2nc(-c3ccc(C)cc3)oc2C)cc1OC` (stereo not given) gave 12-LOX inh 14%&-4%, ERG Ets-DNA blk 14%&-6%, Vif-A3G inh -1%&1%, GRP78 ERSR act -1%&-1%, Vif-APOBEC3F blk -11%&-7%, D2 antag -1, LDHA inh -1&-7, RGS4 inhibitor 3%&-23% and D2 ag -0.1.

2 entries drawn at random from the list so far:
`COc1ccc(CCNC(=O)CS(=O)Cc2nc(-c3ccc(C)cc3)oc2C)cc1OC` (stereo not given) gave 12-LOX inh 14%&-4%, ERG Ets-DNA blk 14%&-6%, Vif-A3G inh -1%&1%, GRP78 ERSR act -1%&-1%, Vif-APOBEC3F blk -11%&-7%, D2 antag -1, LDHA inh -1&-7, RGS4 inhibitor 3%&-23% and D2 ag -0.1.
`NS(=O)(=O)c1ccc(S(=O)(=O)N2CCCC2)cc1` gave 12-LOX inh 0%, ERG Ets-DNA blk 1%, Vif-A3G inh 4%, GRP78 ERSR act -6%, Vif-APOBEC3F blk 3%, D2 antag 3, LDHA inh -1, RGS4 inhibitor -12% and D2 ag 0.2.

Continuation:
Screening O=C(Cn1nc(C(=O)O)c2ccccc2c1=O)c1cc(F)ccc1F returned 12-LOX inh 4%, ERG Ets-DNA blk -9%, Vif-A3G inh -1%, GRP78 ERSR act -3%, Vif-APOBEC3F blk 3%, D2 antag 5, LDHA inh -3, RGS4 inhibitor -26%[11.4 µM] and D2 ag -0.5.
COc1ccc(NC(=O)CSc2nc3ccccc3c(=O)[nH]2)cc1S(N)(=O)=O was read as 12-LOX inh 1%, ERG Ets-DNA blk 30%[activator], Vif-A3G inh 1%, GRP78 ERSR act -1%, Vif-APOBEC3F blk -10%, D2 antag 9, LDHA inh -3, RGS4 inhibitor 8% and D2 ag 0.7.
For CCOC(=O)C1CCN(C(=O)c2ccc(Cl)c(S(=O)(=O)N3CCCC3)c2)CC1 the results were ERG Ets-DNA blk 12%, Vif-A3G inh 0%, GRP78 ERSR act 4%, Vif-APOBEC3F blk 4%, D2 antag -8, LDHA inh 0, RGS4 inhibitor -13% and D2 ag 0.0.
Cc1occc1-c1n[nH]c(=S)n1CC(C)C was read as 12-LOX inh inconclusive, ERG Ets-DNA blk -5%, Vif-A3G inh 1%, GRP78 ERSR act -6%, Vif-APOBEC3F blk -3%, D2 antag -2, LDHA inh -1, RGS4 inhibitor -10% and D2 ag -0.2.
For O=C1CC(N2CCCN(C3CC(=O)N(c4ccc(F)cc4)C3=O)CC2)C(=O)N1c1ccc(F)cc1 (stereo not given) the results were 12-LOX inh 4%, ERG Ets-DNA blk 5%, Vif-A3G inh 2%, GRP78 ERSR act -4%, Vif-APOBEC3F blk -9%, D2 antag -10, LDHA inh -6, RGS4 inhibitor -42% and D2 ag -1.0.
CN(Cc1ccccc1)Cc1nc2scc(-c3ccccc3)c2c(=O)[nH]1 was read as 12-LOX inh 19%, ERG Ets-DNA blk -6%, Vif-A3G inh 8%, GRP78 ERSR act -3%, Vif-APOBEC3F blk 5%, D2 antag 2, LDHA inh -1, RGS4 inhibitor -8% and D2 ag -0.2.
For Cc1ccccc1-n1nc(C)c2cc(C(=O)N3CCN(S(=O)(=O)c4ccc(Cl)cc4)CC3)sc21 the results were 12-LOX inh -14%, ERG Ets-DNA blk -4%, Vif-A3G inh -6%, GRP78 ERSR act -7%, D2 antag -16, LDHA inh -1, RGS4 inhibitor 2% and D2 ag 0.3.
For O=C(NCCOc1ccccc1)c1ccc2c(c1)OCO2 the results were 12-LOX inh 12%, ERG Ets-DNA blk -1%, Vif-A3G inh 0%, GRP78 ERSR act -13%, Vif-APOBEC3F blk -1%, D2 antag -6, LDHA inh -3, RGS4 inhibitor -1% and D2 ag 1.1.
`COc1ccc(-n2nc(C(=O)NCC(=O)NCC3COc4ccccc4O3)c3ccccc3c2=O)cc1` (stereo not given) gave 12-LOX inh -3%, ERG Ets-DNA blk -2%, Vif-A3G inh -1%, GRP78 ERSR act -1%, Vif-APOBEC3F blk -7%, D2 antag -1, LDHA inh -2, RGS4 inhibitor -16% and D2 ag 2.6.
Screening COc1cc(C2C(=O)N(C3CCCCC3)CC(=O)N2CCC2=CCCCC2)ccc1OC(C)C (stereo not given) returned 12-LOX inh -3%, ERG Ets-DNA blk -6%, Vif-A3G inh 6%, GRP78 ERSR act 0%, Vif-APOBEC3F blk -8%, LDHA inh 1, RGS4 inhibitor -1% and D2 ag 0.8.
For COc1ccc(/C=N/N=C2\SC(CC(=O)O)C(=O)N2c2ccccc2)cc1 (stereo not given) the results were 12-LOX inh -24%, ERG Ets-DNA blk 2%, Vif-A3G inh 2%, GRP78 ERSR act -4%, Vif-APOBEC3F blk -5%, D2 antag 15, LDHA inh -6, RGS4 inhibitor 0% and D2 ag 0.6.
`CN(Cc1ccccc1)C(=O)c1cccc(N2C(=O)NC3CC2(C)Oc2ccccc23)c1` (stereo not given) gave 12-LOX inh 0%, ERG Ets-DNA blk 2%, Vif-A3G inh 1%, GRP78 ERSR act -4%, Vif-APOBEC3F blk 6%, D2 antag -4, LDHA inh -8, RGS4 inhibitor 18% and D2 ag 0.5.
O=C(CCc1nc2ccccc2c(=O)[nH]1)NCC(=O)Nc1ccc(F)c(F)c1 was read as 12-LOX inh -7%, ERG Ets-DNA blk 6%, Vif-A3G inh -4%, GRP78 ERSR act -5%, Vif-APOBEC3F blk -4%, D2 antag 7, LDHA inh -10, RGS4 inhibitor 23% and D2 ag 0.4.
